# Screening data deposited in PubChem by several laboratories.
# SUMO Mot1 rescue: inhibitors of SUMOylation pathway: yeast Mot1-301 growth rescue; growth rescue, % at 18.8 µM; S. cerevisiae Mot1-301 growth rescue, ATP luminescence, 38.5C; percent above DMSO median, 100 means doubled; AID 2716; 320,000 tested, 1% active;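 active means every valid replicate shows activation above 250% relative to neutral control wells; inactive means the rest, any valid replicate at or below 250%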;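 further: OY570 slx delta 5 strain wells were the positive control but not used for scaling; some compounds called inactive have numbers as strong as hits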
# LANA DNA inh: inhibitors of KSHV LANA C-terminal domain DNA binding; AID 504423; inhibition, % at 9 µM; MBP-C-LANA/FAM-LBS DNA binding, fluorescence polarization; 340,000 tested, 0.078% active;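 active means highest replicate inhibition at or above 60% at 9 µM, even if other replicates fall short; inactive means all replicates below 60% inhibition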;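 further: 0% = neutral control wells and 100% = 4 µM acridine orange control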
# RTF Ca sens act: increases calcium sensitivity of human cardiac regulated thin filaments; IANBD-labeled TnC RTF fluorescence at EC20 calcium; 0% EC20 calcium, 100% full calcium; activation, % at 7.2 µM; 340,000 tested, 0.24% active; AID 493008;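 active means activation above the mean over all tested compounds plus 3 SD, cut at about 30% in these data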;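 further: rise in fluorescence read as greater calcium sensitivity of cardiac thin filaments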
# NSD2 inh: blocks human histone methyltransferase NSD2. O96028. NSD2 peptide methylation, AlphaScreen, 120 min. inhibition, % at 12.5 µM. 310,000 tested, 0.54% active; in the data active means inhibition above about 50%
# RTF Ca sens inh: cardiac RTF calcium desensitization; IANBD-labeled cardiac RTF, Ca2+ fluorescence; 340,000 tested, 0.12% active; inhibition, % at 7.15 µM;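 active means inhibition above the mean inhibition of all tested compounds plus 3 SD, cut at about 17% in these data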;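 further: assay run at fixed EC70 calcium of 1.6 mM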
# CDK5 p35 inh: inhibitors of human CDK5/p35 kinase; 330,000 tested, 0.01% active; Recombinant CDK5/p35, ADP-Glo luminescence, 60 min; AID 488839; Q00535+Q15078; inhibition, % at 10 µM;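 active means highest replicate inhibition of at least 50% and at least 75% of replicates reaching 50%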;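 further: plate controls were DMSO neutral control for no effect and GW8510 at 10 µM for full effect; many of its hits are not listed in these tables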
# Target sequence (Q00535 whole entry, looked up): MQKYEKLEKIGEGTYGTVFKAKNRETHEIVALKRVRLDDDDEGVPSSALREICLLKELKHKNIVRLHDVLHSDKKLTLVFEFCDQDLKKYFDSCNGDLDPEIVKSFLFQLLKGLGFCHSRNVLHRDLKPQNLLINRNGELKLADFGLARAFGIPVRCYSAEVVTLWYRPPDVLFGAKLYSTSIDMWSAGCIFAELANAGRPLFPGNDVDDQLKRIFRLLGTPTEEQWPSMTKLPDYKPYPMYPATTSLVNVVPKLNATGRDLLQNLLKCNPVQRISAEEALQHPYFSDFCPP
# Target sequence (Q15078 whole entry, looked up): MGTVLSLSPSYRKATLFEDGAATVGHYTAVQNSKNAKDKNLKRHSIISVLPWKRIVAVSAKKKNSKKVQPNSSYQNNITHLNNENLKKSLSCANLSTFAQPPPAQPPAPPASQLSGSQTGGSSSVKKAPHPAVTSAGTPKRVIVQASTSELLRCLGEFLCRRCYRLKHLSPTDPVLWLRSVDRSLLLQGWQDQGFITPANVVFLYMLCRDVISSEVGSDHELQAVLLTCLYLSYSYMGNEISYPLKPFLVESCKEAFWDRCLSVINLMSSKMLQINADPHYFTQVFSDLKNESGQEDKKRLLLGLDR
# Rtt109 Vps75: inhibitors of Candida albicans Rtt109/Vps75 histone acetyltransferase | Q5AAJ8 | purified Rtt109/Vps75, ThioGlo CoA-SH fluorescence, 4 h | inhibition, % at 34.9 µM | 330,000 tested, 0.16% active | AID 540336;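 active means inhibition of at least 50% in every replicate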
# Target sequence (Q5AAJ8 whole entry, looked up): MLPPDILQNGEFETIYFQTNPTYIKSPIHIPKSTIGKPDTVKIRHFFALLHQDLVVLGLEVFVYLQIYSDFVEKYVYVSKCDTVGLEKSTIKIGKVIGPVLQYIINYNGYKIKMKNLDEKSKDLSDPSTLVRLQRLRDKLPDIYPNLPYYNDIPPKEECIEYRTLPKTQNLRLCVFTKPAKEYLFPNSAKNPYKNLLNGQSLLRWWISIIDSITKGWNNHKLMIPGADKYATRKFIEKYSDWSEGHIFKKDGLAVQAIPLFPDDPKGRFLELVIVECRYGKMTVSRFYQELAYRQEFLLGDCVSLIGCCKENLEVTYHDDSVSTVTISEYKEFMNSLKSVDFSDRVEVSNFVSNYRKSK
# dFosB activator: activators of mouse delta FosB homodimer; AID 493131; P13346; 340,000 tested, 0.99% active; activation, % at 25 µM; purified delta FosB, TAMRA-CDK5 oligo fluorescence polarization; percent of positive-control signal above neutral wells;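 active means mean activation above about 17%, with every replicate also reaching it, limit read from the data, passing the limit was not always enough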;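 further: fluorescence polarization rise as delta FosB binds a TAMRA Cdk5 AP-1 oligo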
# PvdQ inh: P. aeruginosa PvdQ acylase inhibition | purified PvdQ acylase, fluorescence plate reader | inhibition, % at 10 µM | 340,000 tested, 0.063% active; in the data active means inhibition above about 30%, passing the limit was not always enough;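 further: 0% = vehicle neutral wells and 100% = reference inhibitor wells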
# PfHsp90 set2: reduces growth (ATP signal) of yeast expressing P. falciparum Hsp90; S. cerevisiae expressing PfHsp90, BacTiter-Glo ATP, 48 h; yeast lacking PDR1 and PDR3 efflux regulators; inhibition, % at 9.4 µM; 310,000 tested, 0.32% active; AID 504621;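 active means every replicate shows inhibition above about 80%, whatever the replicate mean, limit read from the data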;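 further: 0% = DMSO neutral controls and 100% = 20 µM radicicol positive controls; yeast relying on Plasmodium falciparum Hsp90 in place of its own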
# Keap1-Nrf2 PPI: inhibitors of human Keap1-Nrf2 protein-protein interaction; Q14145; Keap1 Kelch-Nrf2 peptide fluorescence polarization, 1536-well; inhibition, % at 9.4 µM; 340,000 tested, 0.15% active; in the data active means inhibition above about 12%;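 further: human Keap1 Kelch domain with fluorescein labeled Nrf2 9mer peptide probe; 0% = neutral control wells and 100% = peptide positive control; higher means more block of Keap1 binding to Nrf2 peptide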
# * marks the source's active call; other numbers are inactive results; i = inactive; · = no result given.
SMILES,SUMO Mot1 rescue,LANA DNA inh,RTF Ca sens act,NSD2 inh,RTF Ca sens inh,CDK5 p35 inh,Rtt109 Vps75,dFosB activator,PvdQ inh,PfHsp90 set2,Keap1-Nrf2 PPI
Fc1ccc(OCc2nc(-c3cccs3)no2)cc1,108,-0.1,2,1,6,-0.8,-9,-2,2,36,3
CC(c1nc2ccccc2c(=O)[nH]1)N1CCCN(S(=O)(=O)c2ccc(F)cc2)CC1 (stereo not given),20,-1.0,-2,1,2,-0.3,9,-8,2,-7,0
O=C(O)c1cc2ccccc2cn1,·,-1.5,1,-1,-4,-1.7,-4,-3,9,7,1
Cc1cc(O)cc(=O)n1CCc1ccccc1,2,-1.9,1,1,-9,-1.3,-2,-2,-8,-3,-3
CCN(CC)CCNC(=O)C(C)c1nn(C)c(=O)c2ccccc12 (stereo not given),10,0.4,-2,24,-7,0.0,-4,1,-14,-16,2
N=c1c(C(=O)NCc2ccco2)cc2c(=O)n3ccccc3nc2n1CCc1ccccc1,11,1.0,-2,4,12,-1.0,-3,-4,-10,13,-3
CC(O)C1CCC2C3CCC4CC(O)CCC4(C)C3C(=O)CC12C (stereo not given),·,-5.5,10,·,-10,-1.4,-7,7,1,4,2
CCOC(=O)N1CCN(Cc2cn3ccccc3n2)CC1,-5,-0.5,-3,-2,1,·,-3,-7,-8,-6,-2
CCn1c(=O)n(CC)c2cc(S(=O)(=O)N3CCC(c4ccccc4)CC3)ccc21,10,0.6,-2,·,2,1.9,9,-11,-4,-5,1
COc1ccc(C(C)(C)C)cc1NC(=O)COC(=O)c1cnc(C)cn1,7,-2.8,-3,1,5,-1.3,0,7,-5,17,-7
CN(c1ccccn1)c1ncnc2[nH]ncc12,4,-3.9,8,-4,0,-7.6,-7,2,-7,-14,-2
CC(C)c1ccc(NC(=O)COc2nncc3ccccc23)cc1,3,-1.6,-2,1,8,-0.8,12,-5,12,0,-5
CN(c1ccccc1C(=O)Nc1ccc(S(=O)(=O)N2CCOCC2)cc1)S(C)(=O)=O,-3,-0.4,9,-4,1,-4.1,0,-9,7,-3,0
Cc1ccc(S(=O)(=O)N(C)C)cc1NC(=O)[C@H](Cc1ccccc1)N1C(=O)c2ccccc2C1=O,50,-1.7,-8,-3,-17,2.7,8,-3,-5,-39,-7
COCCNC(=O)/C(C#N)=C\c1ccc(CNC(=O)C(=O)Nc2ccc(C)c(C)c2)o1,-5,8.9,-7,0,-4,0.0,-3,0,-4,-17,-2
COc1ccc(/C=C2\SC(=S)N(NS(=O)(=O)c3ccccc3)C2=O)c(OC)c1,8,-5.2,-2,20,-6,-0.3,-5,-1,0,7,3
CC1(C)OC(=O)C(=Cc2ccc(-c3ccc(S(N)(=O)=O)cc3)o2)C(=O)O1,16,-1.0,1,37,-6,-0.1,0,2,-5,27,1
CC(Sc1nnc(Cc2cccs2)n1C)C(=O)Nc1ccc(C(N)=O)cc1 (stereo not given),·,0.1,9,1,-3,1.0,4,-2,-14,-19,0
COc1ccccc1N(C)C(=O)c1cc(S(=O)(=O)N2CCCC2)cn1C,-18,1.2,-4,·,2,0.7,-8,2,-1,-8,1
COc1cccc(CN2CCCC(N3CCc4ccccc4C3)C2)c1O (stereo not given),-9,-1.9,3,3,3,-0.7,4,-7,3,7,-1
CN(C)/N=C/c1ccc([N+](=O)[O-])cc1[N+](=O)[O-],-6,2.0,-4,5,-17,0.9,3,0,-1,-1,-1
O=C(CC1S/C(=N/N=C/c2c[nH]c3ccccc23)NC1=O)Nc1ccccc1 (stereo not given),-23,0.0,-2,·,-1,-1.0,-5,4,-3,-3,-5
CSc1nc(N2CCN(c3ccccc3)CC2)cc(N2CCN(c3ccccc3)CC2)n1,379,-1.7,-1,0,-1,-0.2,1,-8,8,-11,2
COc1ccc(-c2nc3ccccn3c2Cl)cc1,-17,-2.6,2,0,-5,7.9,0,-4,23,0,0
Cc1cccc(N=C2NC(=O)/C(=C/c3cn(C)c4ccccc34)S2)c1,-13,-0.6,11,-1,0,-1.4,5,-2,9,-21,-1
CC(C)c1ccc(N(CC(=O)NCc2cccnc2)S(=O)(=O)c2ccccc2)cc1,-9,0.4,-1,3,-17,-0.5,-10,-5,-16,-62,-3
COc1ccc(OCC(=O)Nc2cccc(-c3nc4ccccc4[nH]3)c2)cc1,12,0.7,-2,-4,2,0.8,26,-12,-6,·,4
O=C(c1ccc(CS(=O)c2ccccc2Cl)o1)N1CCCCCC1 (stereo not given),-4,-0.5,0,-1,-2,·,5,1,-7,-8,1
CCOc1ccc(NC(=S)NC(=O)c2c(Br)cnn2C)c([N+](=O)[O-])c1,-12,0.7,-5,-2,2,-0.2,-2,6,-8,-22,-6
O=C(CCN1C(=O)C2CC=CCC2C1=O)Nc1cccc(S(=O)(=O)N2CCCCC2)c1 (stereo not given),67,0.3,-2,-2,0,-3.3,-4,-8,-16,-9,0

# Some of the entries so far, bar-delimited.
compound | SUMO Mot1 rescue | LANA DNA inh | RTF Ca sens act | NSD2 inh | RTF Ca sens inh | CDK5 p35 inh | Rtt109 Vps75 | dFosB activator | PvdQ inh | PfHsp90 set2 | Keap1-Nrf2 PPI
CCOc1ccc(NC(=S)NC(=O)c2c(Br)cnn2C)c([N+](=O)[O-])c1 | -12 | 0.7 | -5 | -2 | 2 | -0.2 | -2 | 6 | -8 | -22 | -6
O=C(CCN1C(=O)C2CC=CCC2C1=O)Nc1cccc(S(=O)(=O)N2CCCCC2)c1 (stereo not given) | 67 | 0.3 | -2 | -2 | 0 | -3.3 | -4 | -8 | -16 | -9 | 0

# Next records
SMILES,SUMO Mot1 rescue,LANA DNA inh,RTF Ca sens act,NSD2 inh,RTF Ca sens inh,CDK5 p35 inh,Rtt109 Vps75,dFosB activator,PvdQ inh,PfHsp90 set2,Keap1-Nrf2 PPI
Cc1ccc(NC(=O)c2ncn(CCCNCc3ccccc3)n2)cc1C,·,-1.2,-2,·,1,0.1,2,-6,-18,35,-3
CC(C(=O)N(C)C1CCS(=O)(=O)C1)N1C(=O)/C(=C/c2cccs2)SC1=S (stereo not given),0,-0.1,-6,25,0,0.5,38,-3,-9,19,1
Cc1ccc(S(=O)(=O)N2CCN(C(=O)COC(=O)c3c(C)noc3C)CC2)c(C)c1,-9,0.4,-3,-6,-2,-1.5,34,-5,7,2,1
O=C(Cn1cnc2c(nnn2Cc2ccccc2)c1=O)N1CCN(c2ccccc2)CC1,7,-0.8,4,·,-4,-1.6,3,-8,-11,4,-7
O=C(COC(=O)c1cc(S(=O)(=O)NCc2ccccc2)ccc1O)NCc1ccccc1,42,0.5,4,-1,-8,-1.3,-4,10,-9,-8,-6
CCOc1ccc(-c2nc(S(=O)(=O)c3ccccc3)c(N3CCOCC3)o2)cc1,62,0.7,3,0,-6,-5.5,-4,2,-7,-9,-2
COc1ccccc1C(=O)NC1CC2CCC(C1)N2Cc1ccccc1 (stereo not given),1,0.9,-3,0,-9,-2.0,-10,-4,-15,-12,-7
CCOCCCn1c(SCC(=O)/C(C#N)=C(\C)N)nc2ccccc2c1=O,-13,-0.3,2,1,-6,0.3,-1,-4,1,-5,3
CCOc1ccc(C(=O)CCC(=O)Nc2cc(C)ccn2)cc1,16,-2.9,-5,3,-12,-1.1,4,-15,3,·,1
O=C(c1ccccc1)C(Sc1ncn[nH]1)c1ccccc1 (stereo not given),-11,3.8,-3,1,-20,-0.3,3,-3,-41,-17,0
COc1ccc(-c2cc3ccccc3nc2N)cc1OC,-6,-1.9,-4,0,-3,-0.1,2,-6,5,6,-1
O=C1OC(/C=C/c2ccccc2)=NC/1=C/C=C/c1ccccc1,12,1.9,2,4,-11,-1.0,-4,-14,-18,9,-3
CC1C(=O)OC2C1CCC1(C)CCC(=O)C(C)C21 (stereo not given),5,-1.7,-2,-3,0,0.3,-8,-4,-10,-11,-2
CC1CCCN(Cc2cnc(Cl)s2)C1 (stereo not given),296,-1.1,-2,-1,-2,0.6,-19,2,-19,·,1
O=C1CC(c2ccccc2)(c2ccccc2)c2ccccc21,·,-0.6,3,-2,-8,0.4,-4,1,-9,·,-1
O=c1cc2c(c(-c3ccccc3)n1Cc1ccccc1)[C@H](CCO)NC2,·,0.3,25,·,-8,1.1,2,5,-19,-4,-4
NC(=O)CC(NC(=O)c1cccc(Br)c1)c1ccc(N2CCCCCC2)c([N+](=O)[O-])c1 (stereo not given),28,-0.2,-2,·,-14,1.0,3,0,-16,-17,-1
CN1CCN(C(=O)c2cnn(-c3ccccc3)c2NC(=O)c2ccc([N+](=O)[O-])cc2)CC1,3,-3.9,-2,-5,-8,-0.9,-7,0,-4,-2,1
COc1ccc(CCNC(=O)CSc2nnc(-c3ccc(F)cc3)c3ccccc23)cc1OC,391,0.7,-5,1,12,0.0,1,-5,16,2,-4
CCCCc1cc(=O)oc2c(CN3CCCC3)c(O)c(Cl)cc12,34,-0.4,-1,-5,-10,-0.7,i,-5,-30,27,-1
O=C(NCc1ccco1)c1cc(S(=O)(=O)N2CCOCC2)ccc1Br,5,2.0,0,1,-7,0.2,-5,-1,-17,-13,-3
COc1ccc(/C=C/C(=O)NC2CCS(=O)(=O)C2)cc1 (stereo not given),-8,-0.7,-6,·,-3,1.2,-3,-5,-8,·,1
COC(=O)CSc1nc(-c2ccccc2)nc2ccc(F)cc12,-14,-0.2,0,-1,0,-1.0,0,-14,-2,·,-4
CCOC(=O)c1oc2ccccc2c1NC(=O)c1ccc(S(=O)(=O)N(C)C)cc1,-17,-0.1,2,·,-17,-3.3,-3,-8,-5,-5,-4
CCN(CC(=O)Nc1c(F)cccc1F)C(=O)CCC(=O)c1ccc(C)cc1,-17,-0.8,4,-2,-9,-2.1,-5,-4,-10,17,-6
Cc1cc(C(=O)N2CCc3ccccc3C2)c(C)o1,·,2.9,6,3,-7,1.4,-16,1,-5,·,-2
Cc1ccccc1CC1(CO)CCCN(C(=O)c2cc(-c3ccccc3)no2)C1 (stereo not given),31,0.7,3,0,-2,-1.5,0,-2,-7,20,-3
CCCCC(=O)Nc1ccc(C(=O)NNC(=O)CCc2ccccc2)cc1,11,0.7,3,-1,-13,-1.2,-8,0,-11,-4,6
COC(=O)c1ccc(NC(=S)N2CCN(Cc3ccccc3Cl)CC2)cc1,42,0.9,1,-2,-2,-1.1,6,-5,1,-16,-2
O=C(CNC(=O)c1[nH]cnc1C(=O)NC(c1ccccc1)c1ccccc1)OCc1ccccc1,16,1.9,-5,·,-2,0.8,3,5,5,·,-2
c1ccc(-n2c(-c3ccncc3)nnc2-c2cccs2)cc1,14,-0.1,9,3,-10,-1.6,-4,-5,-7,·,1
COc1cccc2cc(C(C)N(CCCN3CCOCC3)C(=S)Nc3cc(C)cc(C)c3)oc12 (stereo not given),1,0.3,1,-1,-5,0.2,8,-16,-10,4,-8
CCOC(=O)N1C2=NC(C(=O)OC)=C(C(=O)OC)[C@@H]3N(C)c4ccc(OC)cc4[C@]23C[C@H]1C(=O)OC,283,1.2,-5,·,1,0.1,8,-9,-2,·,-2
COc1ccccc1NC(CC(=O)c1ccccc1)C(=O)OCC(=O)c1ccc(C)cc1 (stereo not given),-6,1.5,-7,-2,-4,1.2,13,8,1,-70,-1
